L3MBTL1 inh – L3MBTL1 (human) inhibition | Q9Y468 | AlphaScreen L3MBTL1–H3K9me1 peptide binding | Potency, µM (series often up to 57.1 µM), for inactives: top-dose activity, negative = inhibition, most hits filed as inhibitors | actives 0.66% (n = 230,000) | AID 485360; further: nearly all actives have a fitted effect of over 60% in size
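L3MBTL1 (50 nM) pre-complexed 30 min with biotinylated H3(1-15)K9me1 peptide (75 nM), then compounds added for 30 min at room temperature; AlphaScreen streptavidin donor/nickel chelate acceptor beads (10 ug/mL final) read after 30 min dark incubation.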
GAA glycogen – GAA glycogen-cleavage inhibition or activation | P10253 | recombinant GAA, glycogen substrate, Amplex Red glucose oxidase fluorescence | Potency, µM (doses to about 76.4 µM), for inactives: at the top dose activity change, negative = inhibition, most hits filed as inhibitors | actives 0.38% (n = 300,000);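 further: 0% = full enzyme reaction and -100% = no-enzyme basal signal; the screen sought inhibitors and activators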
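Recombinant human enzyme (4 nM); glycogen substrate; 37 C, 40 min, pH 5.0. Readout: coupled glucose oxidase/Amplex Red fluorescence.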
RGS12 GoLoco inh – RGS12 GoLoco-Gai1 interaction inhibition; P63096; Gai1:RGS12 GoLoco peptide FP, rhodamine, 10 min; Potency, µM (highest dose often 61.6 µM), inactives show at the top dose activity, negative = inhibition, usual class: inhibitors; actives 0.44% (n = 230,000); AID 880; active means well fitted inhibition curve with a large enough effect, not every such curve was filed as active; inactive means no such curve, though single readings can be large or run the other way; further: nearly all actives have a fitted effect of over 30% in size; many of its hits are not listed in these tables
Target sequence (P63096 whole entry, looked up): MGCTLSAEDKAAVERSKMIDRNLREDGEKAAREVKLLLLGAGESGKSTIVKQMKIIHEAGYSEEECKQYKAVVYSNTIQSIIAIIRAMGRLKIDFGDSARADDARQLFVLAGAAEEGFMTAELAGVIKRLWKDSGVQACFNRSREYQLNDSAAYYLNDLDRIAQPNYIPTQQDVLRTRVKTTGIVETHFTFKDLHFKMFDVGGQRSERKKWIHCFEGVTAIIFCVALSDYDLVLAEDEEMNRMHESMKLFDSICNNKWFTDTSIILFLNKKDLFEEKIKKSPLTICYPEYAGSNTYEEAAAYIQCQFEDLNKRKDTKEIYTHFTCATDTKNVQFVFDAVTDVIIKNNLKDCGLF
RECQ1 inh – inhibitors of human RECQ1 DNA helicase. actives 0.54% (n = 240,000). P46063. Potency, µM (doses to about 57.3 µM), inactives show top-dose activity, negative = inhibition, most hits filed as inhibitors. RECQ1 DNA unwinding, red fluorescence kinetic read. AID 2549;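 further: plate controls were vehicle for no effect and no enzyme for full effect; nearly all actives have a fitted effect of over 30% in size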
Target sequence (P46063 whole entry, looked up): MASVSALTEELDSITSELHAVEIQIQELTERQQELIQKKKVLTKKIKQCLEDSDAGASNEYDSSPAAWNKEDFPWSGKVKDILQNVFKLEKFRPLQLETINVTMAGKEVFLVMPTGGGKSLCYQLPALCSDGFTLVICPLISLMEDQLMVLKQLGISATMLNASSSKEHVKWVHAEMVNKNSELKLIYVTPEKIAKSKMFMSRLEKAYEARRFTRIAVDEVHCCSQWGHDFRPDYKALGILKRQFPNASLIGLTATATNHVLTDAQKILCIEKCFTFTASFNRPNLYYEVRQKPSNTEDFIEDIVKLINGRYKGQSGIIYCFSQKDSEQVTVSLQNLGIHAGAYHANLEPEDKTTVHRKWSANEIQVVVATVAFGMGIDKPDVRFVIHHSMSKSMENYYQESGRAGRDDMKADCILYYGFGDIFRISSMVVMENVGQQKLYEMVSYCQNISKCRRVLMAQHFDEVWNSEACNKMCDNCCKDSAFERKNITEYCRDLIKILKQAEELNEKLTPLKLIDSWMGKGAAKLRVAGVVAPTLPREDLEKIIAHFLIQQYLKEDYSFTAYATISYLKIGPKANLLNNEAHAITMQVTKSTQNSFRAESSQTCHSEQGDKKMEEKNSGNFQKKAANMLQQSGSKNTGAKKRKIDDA
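RECQ1T1 50 nM; forked duplex (20 bp + 30-nt ss tails) 200 nM, ATP 2 mM final; pH 8.0, 2 mM MgCl2, 2.5 ug/ml poly(dI-dC); 15 min compound preincubation; discontinuous kinetic read over 2 h at RT.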
TRb-SRC2 inh – disrupts binding of human TR beta to SRC2. P10828. TRbeta-SRC2 peptide binding, fluorescence polarization; receptor liganded with 1 µM T3. Potency, µM (series often up to 106 µM), without a hit: at the highest dose activity change, negative = inhibition, hits mostly inhibitors. actives 0.065% (n = 280,000);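 further: plate controls were bound peptide for no effect and peptide without receptor for full effect; nearly all actives have a fitted effect of over 50% in size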
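Human TRb LBD (0.6 uM) plus Texas Red-labeled SRC2 peptide (20 nM), 1uM T3, 5% DMSO, 5 hr at ambient temperature. Decreased polarization (555/632 nm) flags inhibition; data normalized to free and bound peptide controls.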
GAA inh – alpha-glucosidase (human) inhibition. actives 0.005% (n = 200,000). Potency, µM (top dose mostly 76.9 µM), inactives show top-dose activity change, negative = inhibition, hits mostly inhibitors. purified human GAA, 4-MU-alpha-glucoside fluorescence. P10253;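 further: plate controls were uninhibited enzyme wells for no effect and no-enzyme background for full effect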
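Enzyme (4 nM final) mixed with compound (up to 77 uM), then 4-MU-alpha-D-pyranoside (400 uM final) added; 20 min at room temperature, pH 5.0. Reaction stopped at pH 10, fluorescence read, AC50 derived by Hill fit.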
aGlu spleen mod – inhibitors or activators of human alpha-glucosidase in spleen homogenate; P10253; human spleen homogenate, 4-MU-alpha-glucoside fluorescence; Potency, µM (doses to about 79.9 µM), inactives show top-dose activity change, negative = inhibition, usual class: inhibitors; actives 0.006% (n = 240,000); AID 2112;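 further: 0% = enzyme with vehicle and -100% = no enzyme basal signal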
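AC50 values come from Hill-equation fits of concentration-response data, normalized to no-enzyme and full-activity controls. Enzyme source: 1 ug human spleen homogenate; 1 mM fluorogenic 4-MU glucoside, pH 5.0 citrate buffer, 37 C, 40 min.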
TR SRC2 fluor cs – Texas Red fluorescence interference in TRb-SRC2 counter-screen; Potency, µM (highest dose often 106 µM), without a hit: at the highest dose fluorescence change, negative = quenching; TRb/SRC2 Texas Red total fluorescence interference; actives 0.29% (n = 280,000); active means well fitted curve in either direction with a large enough effect; inconclusive means small, poorly fitted or top-dose-only effect
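Flags fluorescent or light-absorbing compounds by total fluorescence, S + 2P, at 555 nm excitation and 632 nm emission. Mixture: 20 nM Texas Red SRC2 peptide, 0.6 uM human TRb LBD, 1 uM T3, 5% DMSO; compound exposure 5 h at ambient temperature.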
Starred values were filed as active, the others as inactive; i = inactive; ? = inconclusive; . = not tested or not shown; [ ] = dose if it differs, or a comment. Unless noted, the call rests on the fitted dose curve; in most records, active means well fitted curve in the direction sought with a large enough effect; inconclusive means small, poorly fitted or top-dose-only effect, or another doubt; inactive means no such curve, though single readings can be large; an effect the other way counts as inactive or inconclusive. Unless noted, on the % scale 0 is the no-effect control and ±100 the full control effect; potency means the concentration at half of the fitted maximal effect. Some of the compounds tested; rates above refer to the full screens.

Below each SMILES: L3MBTL1 inh	GAA glycogen	RGS12 GoLoco inh	RECQ1 inh	TRb-SRC2 inh	GAA inh	aGlu spleen mod	TR SRC2 fluor cs
COc1ccccc1C1C2CCCCC2(O)CCN1CC(=O)Nc1ccccc1 (centres undefined)
    1%	4%	2%	-2%	2%	-10%	3%	1%
CN(c1ccccc1)P(=O)(N(C)c1ccccc1)N(C)c1ccccc1
    18%	-8%	13%	0%	-15%	-1%	.	-3%
Cn1c(=O)[nH]c(=O)c2c1nc(SCCN1CCOCC1)n2Cc1ccccc1
    -6%	-2%	-1%	i	-3%	1%	-7%	-2%
CC1(C)C2CCC1(CS(=O)(=O)N1CCC(C(=O)O)CC1)C(=O)C2 (centres undefined)
    12%	2%	3%	0%	2%	.	1%	3%
Cn1c(=O)c2c(ncn2CC(=O)Nc2nnc(Cc3ccccc3)s2)n(C)c1=O
    6%[11.4 µM]	5%	4%	i	-10%	-4%	-6%	1%
COc1ccc(OC)c(CCNC(=O)CS(=O)(=O)Cc2nc(-c3ccccc3C)oc2C)c1
    -9%	-1%	-3%	i	1%	-6%	-1%	-2%
O=C(CCCOc1ccc(Cl)cc1Cl)Nc1ccccn1
    12%	4%	-7%	18%	7%	12%	-5%	-2%
O=C1CN(C(=O)c2cc(Br)c(Br)s2)c2ccccc2N1
    .	0%	14%	i	-10%	0%	-3%	-2%
CC(C)CCNC(=O)Cc1ccc(Nc2nc(=S)[nH]c3ccccc23)cc1
    -3%	-24%	11%	i	-4%	?	-16%	-1%
CC(=O)N1CCCN(Cc2cn(-c3ccc(C)cc3)nc2-c2ccc(F)cc2)CC1
    -8%	15%	14%	-5%	0%	3%	-1%	0%

New compounds follow:
Below each SMILES: L3MBTL1 inh	GAA glycogen	RGS12 GoLoco inh	RECQ1 inh	TRb-SRC2 inh	GAA inh	aGlu spleen mod	TR SRC2 fluor cs
CC(=O)Nc1ccc(SCCN2CCN(C)CCC2=O)cc1
    .	.	.	14%	-3%	.	1%	-1%
N#Cc1c(-c2ccccc2Cl)cc(-c2ccccc2)[nH]c1=S
    -3%	23%	17%	i	-3%	6%	1%	0%
CCCC(C)NC(C)C(=O)NC1CCCC1 (centres undefined)
    17%	-10%	.	-11%	-5%	-2%	-25%	-6%
COC(=O)c1ccccc1NC(=O)CSc1nccn1C
    -10%	3%	-9%	i	-8%	-6%	-5%	0%
Cc1ccc2c(c1)c1c(n2C)C(C(N)=O)CCC1 (centres undefined)
    -11%	0%	6%	-9%	-27%	7%	0%	-1%
O=C1CCCCC1c1cccc2ccccc12 (centres undefined)
    9%	0%	.	0%	.	.	-13%	.
O=c1[nH]c2ccc(S(=O)(=O)NCCO)cc2[nH]1
    12%	12%	17%	-4%	0%	0%	7%	-1%
O=C(COC(=O)c1cncc(Br)c1)NCCC1=CCCCC1
    4%	3%	-2%	-19%	-21%	?	0%	1%
Cc1ccc(S(=O)(=O)C(C#N)c2nc3ccccc3nc2OC(C)C)cc1 (centres undefined)
    -3%	3%	6%	-2%	-3%	1%	-3%	0%
Cc1ccnc(NC(=O)Nc2ccc3c(c2)N(C)C(=O)CS3)c1
    14%	-2%	80%[activator]	-4%	-6%	-5%	-7%	-8%

The list continues:
Below each SMILES: L3MBTL1 inh	GAA glycogen	RGS12 GoLoco inh	RECQ1 inh	TRb-SRC2 inh	GAA inh	aGlu spleen mod	TR SRC2 fluor cs
Cc1cc(C)c(C#N)c(SCc2ccccc2)n1
    71%[activator]	-7%	-9%	-6%	-13%	-2%	-1%	3%
CCc1nnc(NC(=O)C2(C)COC(c3ccc(OC)cc3)OC2)s1 (centres undefined)
    .	6%	-14%	-3%	8%	0%	0%	1%
CC(C)C(=O)OC/C(O)=C(\C#N)c1nc2ccccc2[nH]1
    .	-9%	61%[activator]	-1%	-7%	2%	-5%	2%
Cc1cccc(-n2cc(-c3ccccc3)c3c(NN4CCOCC4)ncnc32)c1
    -5%	?	-10%	-4%	-2%	-7%	-4%	-4%
CC(C)Cn1nc(C(=O)OCC(=O)NCC(F)(F)F)c2ccccc2c1=O
    .	-1%	-4%	2%	8%	-5%	-14%	-1%
CCOc1c(Br)cc(/C=C2\C(=O)N(CCC#N)N=C2C)cc1OC
    14µM*	?	4%	3%	-1%	3%	-5%	1%
O=C(CSc1nc2ccccc2n1CC(=O)N1CCCC1)N1CCN(C(=O)c2ccco2)CC1
    1%	10%	-8%	-3%	0%	?	-1%	-7%
Cc1cc(C)nc(/N=C(\N)Nc2ccc(C)c([N+](=O)[O-])c2)n1
    2%	4%	6%	-4%	0%	-6%	0%	-4%
O=C(COC(=O)CNS(=O)(=O)/C=C/c1ccccc1)Nc1cccc2ccccc12
    -4%	-4%	24%	-4%	0%	13%	3%	1%
Cc1nc2ccc([N+](=O)[O-])cc2nc1C
    9%	-9%	5%	-1%	0%	-2%	-6%	-3%

2 records drawn at random from those above:
Below each SMILES: L3MBTL1 inh	GAA glycogen	RGS12 GoLoco inh	RECQ1 inh	TRb-SRC2 inh	GAA inh	aGlu spleen mod	TR SRC2 fluor cs
Cc1cc(C)c(C#N)c(SCc2ccccc2)n1
    71%[activator]	-7%	-9%	-6%	-13%	-2%	-1%	3%
O=C(CSc1nc2ccccc2n1CC(=O)N1CCCC1)N1CCN(C(=O)c2ccco2)CC1
    1%	10%	-8%	-3%	0%	?	-1%	-7%

Additional entries
Below each SMILES: L3MBTL1 inh	GAA glycogen	RGS12 GoLoco inh	RECQ1 inh	TRb-SRC2 inh	GAA inh	aGlu spleen mod	TR SRC2 fluor cs
Cc1cc(/C=C2/SC(=O)NC2=O)c(C)n1-c1ccc(N2CCOCC2)cc1
    -10%	1%	0%	-2%	-5%	-1%	-1%	1%
COc1ccccc1NC(=O)N(Cc1ccccc1)c1ccccn1
    19%	0%	17%	-9%	-3%	-6%	-2%	-1%
O=C(N/N=C/c1cc(Cl)cc([N+](=O)[O-])c1O)C1CC1
    -21%	-9%	7%	-11%	-1%	-7%	-17%	-2%
O=C(O)/C=C/c1nc(-c2ccccc2)n2ccccc12
    18µM*	9%	16%	2%	3%	3%	2%	0%
CCO[C@@H]1OC(C(=O)O)=C[C@H](C)[C@H]1CCCO
    12%	6%	-3%	i	3%	.	-1%	-2%
CN=C1S/C(=C\c2cn(CC(=O)OC)c3ccccc23)C(=O)N1C
    -3%	-4%	14%	i	8%	-7%	-13%	-3%
CCOC(=O)C1CCN(C(=O)COC(=O)COc2ccc(Cl)cc2)CC1
    5%	-4%	10%	i	-3%	10%	1%	-4%
O=c1ccc(NS(=O)(=O)c2ccccc2Cl)cn1Cc1ccc(Cl)c(Cl)c1
    -8%	-3%	9%	-2%	0%	-6%	.	1%
O=[N+]([O-])c1ccc(Oc2ccc(F)cc2Br)c2ccncc12
    ?	4%	11%	-4%	3%	?	-10%	-5%
Cc1ncoc1C(=O)N1CCCC(CCC(=O)NCc2ccccc2F)C1 (centres undefined)
    0%	18%	12%	3%	3%	-5%	-6%	0%

(list continues)
Below each SMILES: L3MBTL1 inh	GAA glycogen	RGS12 GoLoco inh	RECQ1 inh	TRb-SRC2 inh	GAA inh	aGlu spleen mod	TR SRC2 fluor cs
CC(C)OC(=O)CSc1nc2cccnc2n1-c1ccc(F)cc1
    -3%	3%	13%	?	3%	-10%	4%	0%
CCOC(=O)C1CCCN(c2ccc(NC(=O)c3snc4c(=O)[nH]c(C)nc34)cc2)C1 (centres undefined)
    13%	-17%	15%	-4%	-3%	-6%	-1%	-8%
C=CCn1cccc(C(=O)Nc2ccc(OC)c(OC)c2)c1=O
    11%	-12%	-2%	-4%	1%	-4%	-8%	-3%
COc1cc(NC(=O)COC(=O)/C=C/c2c(C)nn(-c3ccc(F)cc3)c2Cl)cc(OC)c1
    1%	3%	-20%	-7%	2%	-8%	2%	0%
COc1ccc(C(CC(=O)NCc2ccco2)c2ccc(F)cc2)cc1 (centres undefined)
    2%	8%	-4%	i	0%	-5%	-1%	0%
N#CCC(=O)N/N=C1\CCCCC1C1CCCCC1 (centres undefined)
    6%	-1%	2%	-4%	-6%	0%	-5%	1%
COC(=O)c1ccccc1NC(=O)CSc1ccccn1
    6%	3%	-6%	i	-6%	7%	2%	-4%
COc1ccccc1C1=Nn2c(COc3ccccc3)nnc2SC1
    -10%	-19%	-12%	-5%	-7%	-3%	-8%	1%
CCCNS(=O)(=O)c1ccc(Oc2ncc(C(F)(F)F)cc2Cl)cc1
    5%	2%	0%	-3%	-5%	-12%	-17%	1%
COC(=O)c1oc2ccc(Br)cc2c1NC(=O)c1ccccc1
    .	0%	1%	i	4%	3%	-7%	-3%

Continued.
Below each SMILES: L3MBTL1 inh	GAA glycogen	RGS12 GoLoco inh	RECQ1 inh	TRb-SRC2 inh	GAA inh	aGlu spleen mod	TR SRC2 fluor cs
COc1ccc(OC)c(C=Nc2ccccc2-c2nc3ccccc3[nH]2)c1
    8%	-7%	9%	?	8%	?	?	-24%
O=C(Nc1ccc(Nc2ccccc2)cc1)C(Cl)(Cl)Cl
    -13%	0%	3%	i	-11%	1%	-1%	-2%
O=C(CCCn1c(=O)oc2ccccc21)Nc1cccnc1
    -7%	-5%	.	-6%	-4%	0%	-4%	0%
CCOC(=O)N1CCC2(CC1)CC(=O)c1c(ccc3oc(C(=O)O)c(C)c13)O2
    6%	0%	-4%	-3%	-10%	13%	0%	0%
[O-][n+]1onc2c1CCc1nnccc1-2
    .	-3%	2%	0%	10%	-1%	-7%	2%
O=C(O)CCn1c(=O)n(CCC(=O)O)c(=O)n(CCC(=O)O)c1=O
    -1%	15%	3%	-1%	3%[53 µM]	-6%	-7%	-1%[53 µM]
C=CCOC(=O)C1=C(C)NC(=O)NC1c1ccc(Cl)cc1 (centres undefined)
    .	1%	11%	-2%	-1%	1%	-2%	1%
COc1ccc(CC(NC(C)=O)C(=O)NC2CCN(S(=O)(=O)c3ccc(NC(C)=O)cc3)CC2)cc1OC (centres undefined)
    -11%	12%	2%	-15%	-2%	?	-1%	3%
O=C(CSc1ncnc2ccccc12)c1ccc2c(c1)OCCO2
    12%	5%	.	-1%	5%	4%	3%	2%
